Mdm2 MdmX PPI – inhibitors of human Mdm2-MdmX association, primary screen, cell-based, luminescence, split luciferase, SaOS-2, uHTS. Protein Mdm4 (Homo sapiens) + E3 ubiquitin-protein ligase Mdm2 (Homo sapiens), …. SaOS-2 split-luciferase Mdm2/MdmX complementation. inhibition, % at 8 µM. 330,000 compounds, 3% hits;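 active = inhibition of at least 50% at 8 µM in the primary screen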
CXCR6 block – CXCR6 receptor inhibitors, primary screen, cell-based, beta-arrestin, luminescence, CHO-K1 PathHunter, 1536-well; inhibition, % at 20 µM; 360,000 compounds, 0.36% hits; C-X-C chemokine receptor type 6 (Homo sapiens), O00574; in the data active = inhibition above about 34%, passing the limit was not always enough;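 note: antagonist mode with CXCL16 agonist at 10 nM final; 0% = 10 nM CXCL16 with DMSO and 100% = unstimulated wells without agonist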
CCR6 antagonist – CCR6 receptor antagonists, primary screen, cell-based, CHO-K1, luminescence, beta-arrestin, uHTS. AID 493098, 2011. inhibition, % at 20 µM. 340,000 compounds, 0.49% hits. CHO-K1 CCR6 PathHunter beta-arrestin, CCL20-stimulated;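 active = compounds whose inhibition of the agonist-driven luminescence signal at 20 µM reaches about 50%, limit read from the data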;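 note: cells stimulated with CCL20 at 14 nM final; plate controls were DMSO with CCL20 for no effect and DMSO without agonist for full effect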
Target sequence (P51684 whole entry, looked up): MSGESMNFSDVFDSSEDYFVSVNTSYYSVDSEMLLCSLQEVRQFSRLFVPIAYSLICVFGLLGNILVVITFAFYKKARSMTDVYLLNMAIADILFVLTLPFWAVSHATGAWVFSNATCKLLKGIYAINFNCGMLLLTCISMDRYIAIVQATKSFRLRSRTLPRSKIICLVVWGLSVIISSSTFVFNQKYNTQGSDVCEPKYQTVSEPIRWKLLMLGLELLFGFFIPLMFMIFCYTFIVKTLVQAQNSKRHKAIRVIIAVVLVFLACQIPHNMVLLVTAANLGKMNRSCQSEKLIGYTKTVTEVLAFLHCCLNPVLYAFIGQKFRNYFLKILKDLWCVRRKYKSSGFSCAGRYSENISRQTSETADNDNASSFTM
697 NFkB inh – inhibitors of PMA/ionomycin-induced NF-kB reporter, 697 cells, primary screen, B-cell NF-kB inhibitor project, cell-based, luminescence, uHTS. AID 435022, 2010. 330,000 compounds, 0.33% hits. inhibition, % at 4 µM. 697 B-cell NF-kB luciferase reporter, 16 h; in the data active = inhibition above about 35%
Gli-Sufu block – Gli-Sufu pathway antagonists, primary screen, luciferase luminescence, Sufu-KO-LIGHT cells, uHTS; Sufu-KO-LIGHT fibroblasts, Gli luciferase reporter luminescence; inhibition, % at 5 µM; 340,000 compounds, 0.74% hits; AID 588413, 2011;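 active = inhibition above about 55%, limit read from the data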;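 note: 0% = DMSO-treated cells and 100% = wells with medium but no cells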
EBI2 block – EBI2 receptor antagonists, beta-arrestin recruitment, primary screen, cell-based, luminescence, 7a,25-OHC stimulation, uHTS. 360,000 compounds, 0.81% hits. inhibition, % at 5 µM. 7a,25-OHC stimulated. G-protein coupled receptor 183 (Homo sapiens), P32249; in the data active = inhibition above about 38%;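 note: enzyme fragment complementation signal reports receptor beta-arrestin coupling in cells; 0% = agonist plus DMSO wells and 100% = wells without agonist; some results beyond the cut were filed as inactive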
Target sequence (P32249 whole entry, looked up, the tested form may be a part): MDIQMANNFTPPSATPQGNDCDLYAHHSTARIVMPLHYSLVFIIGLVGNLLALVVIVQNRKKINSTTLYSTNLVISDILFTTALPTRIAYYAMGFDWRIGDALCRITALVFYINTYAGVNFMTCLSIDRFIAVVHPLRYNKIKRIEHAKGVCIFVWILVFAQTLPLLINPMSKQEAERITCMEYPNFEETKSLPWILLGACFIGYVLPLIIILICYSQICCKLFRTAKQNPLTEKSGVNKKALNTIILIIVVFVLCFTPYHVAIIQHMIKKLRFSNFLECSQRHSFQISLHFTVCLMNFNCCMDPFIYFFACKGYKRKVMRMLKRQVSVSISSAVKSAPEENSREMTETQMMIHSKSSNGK
Jurkat NFkB inh – inhibitors of induced NF-kB luciferase reporter, primary screen, TCR NF-kB activation inhibitor project, cell-based, luminescence, uHTS. inhibition, % at 4 µM. 330,000 compounds, 0.53% hits. Jurkat, PMA/ionomycin-induced NF-kB luciferase reporter. AID 435003, 2010; in the data active = inhibition above about 50%
XBP1 UPR activ – activators of adaptive XBP1 UPR arm, primary screen, cell-based, CHO-XBP1 luciferase reporter, luminescence, uHTS | IRE1-XBP1 UPR activation; percent of tunicamycin response, DMSO as zero | 330,000 compounds, 0.33% hits | activation, % at 20 µM | AID 463104, 2010;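 active = versus positive control, 20 µM dose yields 30% or more activation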;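 note: 100% = tunicamycin at 10 µg/mL and 0% = DMSO only wells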
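Test system: CHO-XBP1 luciferase reporter cells | Buffer or medium: Serum-containing F12 medium, 10% FBS | Schedule: 6 h compound exposure at 37 °C, 5% CO2 | Detection: Steady-Glo luciferase glow luminescence, 10 min after reagent addition | Read-out basis: Activation, % of tunicamycin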
CHOP UPR activ – activators of apoptotic CHOP UPR arm, primary screen, cell-based, CHO-CHOP luciferase reporter, luminescence, uHTS. activation, % at 10 µM. 330,000 compounds, 0.34% hits. AID 449763, 2010. UPR activation; percent of tunicamycin response over DMSO baseline;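 active = at 10 µM dose, activation of 40% or more, normalized to positive control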;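 note: 100% = tunicamycin at 10 µg/mL and 0% = DMSO alone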
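Test system: CHO CHOP reporter cells. Input: 500 CHO-CHOP cells per well. Medium: F12 with 10% FBS. Technique: luciferase luminescence. Measure: percent activation relative to tunicamycin control. Dosing: 10 µM compound, 0.5% DMSO. Timing: 16-18 h cell attachment, then 6 h compound exposure, 37 °C.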
* marks the source's active call; other numbers are inactive results; / = no result given. An unsorted share of the library, and some 5% of all compounds hit somewhere here.

SMILES	Mdm2 MdmX PPI	CXCR6 block	CCR6 antagonist	697 NFkB inh	Gli-Sufu block	EBI2 block	Jurkat NFkB inh	XBP1 UPR activ	CHOP UPR activ
CCOC(=O)NN1C(=O)c2ccccc2NC1c1cccnc1 (stereo unspecified)	-5	6	8	15	-4	-5	-1	1	0.6
CCCc1c(C)nc(N2CCN(c3cccc(OC)c3)CC2)[nH]c1=O	12	-7	-1	-18	3	-17	-6	-4	1.6
C=COCCNC(=O)Nc1ccc(Cl)cc1Cl	4	-4	6	14	-4	-4	8	3	-0.7
CC1CCC2(CC1)NC(=S)N(C(C)(C)C)N2 (stereo unspecified)	4	4	-6	9	11	-9	7	-2	0.5
O=C1CCC(NC(=O)c2ccccc2)C(=O)N1 (stereo unspecified)	/	4	-10	/	-3	4	/	/	/
NC(=S)N/N=C/c1ccc(C(F)(F)F)cc1	8	2	-6	-26	7	-1	15	1	-1.1
O=C1NC(=O)C2(CCCCCCC2)N1	/	11	7	/	-4	-9	/	/	/
Cc1cccc(CNC(=O)CC2C(=O)NCCN2C2CCCC2)c1 (stereo unspecified)	-24	-5	3	8	-3	3	-2	-2	-0.2
COc1cccc(Nc2nc(N)nc(C(F)(F)F)n2)c1	8	4	8	15	-5	-11	-19	17	2.0
CC(C)(C)OC(=O)Nc1ncnc2c1ncn2C1OC(CO)C2OC(C)(C)OC21 (stereo unspecified)	-5	-10	4	3	5	5	-7	0	0.3
CCOC(=O)c1cnn(-c2ncnc3c2cnn3Cc2ccccc2)c1N	34	/	/	-11	/	/	-22	5	3.9
CCOC(CNC(=O)CCc1c(C)nc2nc(C)nn2c1C)OCC	-2	-1	-4	13	7	-6	17	0	-2.1
COc1ccc(C(=O)N=C2SC3CS(=O)(=O)CC3N2Cc2ccccc2)cc1OC (stereo unspecified)	28	-4	7	16	17	1	-14	4	0.0
O=C1CCN(S(=O)(=O)c2ccccc2)CCN1CCOCc1ccc(C(F)(F)F)cc1	22	-2	2	15	9	-3	3	-2	-0.1
COc1ccc(Oc2nccc(-c3ccccc3)c2C#N)cc1	-72	4	12	-145	9	24	-83	7	1.6
CC(C)(C)NC(=O)C(c1ccc(Cl)cc1)N(Cc1ccco1)C(=O)CCl (stereo unspecified)	37	7	10	5	13	5	-1	-1	27
Cc1cc(S(=O)(=O)NCc2ccncc2)c(C)cc1Br	24	0	4	0	66*	2	37	-5	5.4
COc1cc(NC(=O)CN2c3ccccc3CC2C)cc(OC)c1OC (stereo unspecified)	10	-7	3	2	11	5	5	-1	1.0
COc1ccc(NC(=O)C/C(C)=N/NC(=O)c2ccncc2)c([N+](=O)[O-])c1	11	-1	-1	16	-1	3	13	-3	0.8
C/C(=N\N=C1\NC(=O)C(CC(=O)NCc2ccccc2)S1)C(C)C (stereo unspecified)	-27	-2	7	9	-2	-5	-7	3	-2.1
Cc1cccc(NC(=O)Nc2nnc(-c3ccccc3)o2)c1	5	-2	11	0	-12	-10	1	2	-1.1
O=C(c1ccc(S(=O)(=O)N2CCCC2)cc1)N1CCCC(C(F)(F)F)C1 (stereo unspecified)	11	-9	0	1	-6	-10	3	0	-0.4
CC(=O)Oc1ccc(/C(C)=N\N2CCN(Cc3ccc(Cl)cc3)CC2)cc1	20	-4	-20	5	10	6	1	-7	1.9
Cc1cc(/C=C(\C#N)C(=O)NCc2cccs2)c(C)[nH]1	-5	-6	19	4	-14	13	0	0	-0.6
CC(=O)N1CCN(c2nc(C)nc3sc4c(c23)CCC(C)C4)CC1 (stereo unspecified)	2	-4	-5	-1	3	1	10	0	-0.1
COc1cc(NC(=O)CN2C(=O)C(=O)N(CC(C)C)C2=O)cc(OC)c1	4	-6	7	2	-6	-1	2	-2	-0.7
Cc1cc(S(=O)(=O)N2CCOCC2)ccc1OCC(=O)NCCN1CCOCC1	-9	2	4	9	18	-1	1	-1	1.2
CC1(C)Cc2c(sc3nnn(CC(=O)Nc4ccccc4)c(=O)c23)CO1	4	3	10	17	3	-4	-3	-4	-2.0
Cc1sc2nc(SCC(=O)c3cccs3)n(Cc3ccco3)c(=O)c2c1C	14	15	19	-1	11	-2	-5	-1	-0.4
Cc1c(C)c2ccc(OC(C)C(=O)NCCc3c[nH]c4ccccc34)cc2oc1=O (stereo unspecified)	21	0	10	13	3	28	-6	-2	1.2
Cc1cccc(C(=O)OCC(=O)Nc2ccc3c(c2)OCCO3)c1	-7	-2	-1	11	1	-2	-9	-1	-0.7
O=[n+]1c2c(n([O-])c3cc(Br)ccc31)CCCC2	-4	-8	7	-13	7	-1	4	-2	4.8
O=C1NCCCN1Cc1ccc(F)cc1Cl	/	-4	3	/	3	-10	/	/	/
Cc1nn(-c2cc(N3CCCC3)ccc2[N+](=O)[O-])c(=O)c2ccccc12	4	10	6	19	4	4	-19	-1	-2.7
CC(C)(C)NC(=O)C1Cc2ccccc2CN1S(=O)(=O)c1ccc(F)cc1 (stereo unspecified)	-17	12	7	11	2	-7	6	0	0.8
COc1ccc(N2CCN(c3ncnc4scc(-c5ccccc5)c34)CC2)cc1	21	0	30	-37	10	21	22	-5	0.3
O=C(CN1CCOCC1)Nc1ccccc1Sc1ccc(Cl)cc1	9	-4	2	-15	5	7	3	7	-1.8
O=C(c1ccccc1)N1CCCCC(Sc2nnc3ccccn23)C1=O (stereo unspecified)	-6	4	1	5	7	-1	-3	2	-2.4
O=C(Nc1cc(C(F)(F)F)ccc1N1CCOCC1)c1cn2ccccc2n1	-13	8	-4	-6	8	13	4	-2	0.6
COc1ccc(C(=O)NCc2nnc(SCC(=O)N3CCCCC3)o2)cc1OC	-9	4	3	8	5	-1	8	0	0.6
O=C(CCNC(=O)c1ccccc1)NCCCc1ccccc1	13	5	-2	2	-2	4	9	-4	0.8
CC12CCC(=O)N1C(C(=O)N1CCN(c3ccc([N+](=O)[O-])cc3)CC1)CS2 (stereo unspecified)	7	2	7	5	-7	-8	15	-4	0.4
Cc1ccccc1C(=O)OC(C)CN1CCN(C)CC1 (stereo unspecified)	4	0	6	14	11	-5	7	1	0.2
COc1ccc(/C=C/C(=O)N(C)c2ccccc2C(=O)O)cc1	9	-2	-8	24	-11	-11	-31	-1	-0.2
COc1ccc(S(=O)(=O)N2CCOC2CNC(=O)C(=O)NCc2ccc(F)cc2)cc1OC (stereo unspecified)	-14	-4	11	-15	-9	-5	11	0	0.5
CC(=C\c1ccccc1)/C=C1/SC(=S)N(C(C(=O)O)C(C)C)C1=O (stereo unspecified)	/	8	13	/	0	-1	/	/	/
COC(=O)CSc1nc2ccccc2c(=O)n1C	-18	1	7	-13	3	-5	-9	2	0.4
CCc1cc(C(=O)Nc2ncccc2O)sc1C	-30	0	-21	-163	-66	-4	-54	-7	-2.0
O=C(CSc1nnc(CNC(=O)c2cccs2)o1)Nc1ccc(Br)cc1	7	-9	16	10	-2	1	6	-6	-1.9
CC(C)(C)NC(=O)CCN1CCOCC1	14	4	17	17	-10	-7	6	3	0.4
NC(=O)CSc1oc(-c2ccco2)nc1S(=O)(=O)c1ccc(Br)cc1	14	7	3	13	-1	-5	7	-4	0.3
O=C(NCC(c1cccs1)N1CCOCC1)c1ccc(OCc2ccccc2)cc1 (stereo unspecified)	-1	2	8	13	34	5	2	-3	-0.8
COc1ccccc1C(=O)NNC(=O)c1ccc(F)cc1	-4	5	2	-26	-42	-6	-13	1	3.6
C=CCn1c(SCC(=O)Nc2sc3c(c2C#N)CCC3)nnc1C1COc2ccccc2O1 (stereo unspecified)	27	5	23	-2	-9	3	-5	-3	-2.7
O=C(Cc1cccs1)N/N=C/C=C\c1ccco1	-10	5	8	8	-15	-1	13	3	2.0
COc1ccc(S(=O)(=O)NCc2ccco2)cc1C(=O)N1CCCCC1	2	-6	5	18	24	-10	8	-2	-0.3
CC(C)(C)c1ccc(C(=O)NCCc2ccccc2)cc1	-59	-6	17	-240	/	3	-185	-13	-1.2
CN(C(=O)c1ccccc1-c1ccccc1C(=O)O)c1ccccc1	-1	-11	3	2	-18	-2	4	-2	1.5
O=C(CSc1ncnc2c1oc1ccccc12)NC1CCCCC1	25	4	13	-3	-15	4	-18	0	-0.5

In the list so far, 9 contain an aryl thioether with sulfur outside any ring.
SMILES	Mdm2 MdmX PPI	CXCR6 block	CCR6 antagonist	697 NFkB inh	Gli-Sufu block	EBI2 block	Jurkat NFkB inh	XBP1 UPR activ	CHOP UPR activ
Cc1sc2nc(SCC(=O)c3cccs3)n(Cc3ccco3)c(=O)c2c1C	14	15	19	-1	11	-2	-5	-1	-0.4
O=C(CN1CCOCC1)Nc1ccccc1Sc1ccc(Cl)cc1	9	-4	2	-15	5	7	3	7	-1.8
O=C(c1ccccc1)N1CCCCC(Sc2nnc3ccccn23)C1=O (stereo unspecified)	-6	4	1	5	7	-1	-3	2	-2.4
COc1ccc(C(=O)NCc2nnc(SCC(=O)N3CCCCC3)o2)cc1OC	-9	4	3	8	5	-1	8	0	0.6
COC(=O)CSc1nc2ccccc2c(=O)n1C	-18	1	7	-13	3	-5	-9	2	0.4
O=C(CSc1nnc(CNC(=O)c2cccs2)o1)Nc1ccc(Br)cc1	7	-9	16	10	-2	1	6	-6	-1.9
NC(=O)CSc1oc(-c2ccco2)nc1S(=O)(=O)c1ccc(Br)cc1	14	7	3	13	-1	-5	7	-4	0.3
C=CCn1c(SCC(=O)Nc2sc3c(c2C#N)CCC3)nnc1C1COc2ccccc2O1 (stereo unspecified)	27	5	23	-2	-9	3	-5	-3	-2.7
O=C(CSc1ncnc2c1oc1ccccc12)NC1CCCCC1	25	4	13	-3	-15	4	-18	0	-0.5

From PubChem BioAssay
